FLuc counter – inhibits or activates purified firefly luciferase, miR-21 counter-screen; P08659; purified FLuc, Km substrates, luminescence inhibition; actives 6.9% (n = 360,000); AID 588342; Potency, µM (titrated, usually from 57.5 µM), for the others: at the top dose activity change, negative = inhibition, most hits filed as inhibitors;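 note: potency is the fitted concentration of half-maximal effect; plate controls were vehicle for no effect and reference inhibitor for full effect; nearly all actives have a fitted effect of over 55% in size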
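Purified P. pyralis luciferase, 10 nM final, with Km-level 10 uM D-luciferin and 10 uM ATP in 50 mM Tris acetate pH 7.5, 10 mM Mg acetate, 0.01% Tween-20, 0.05% BSA; 6-point qHTS titration about 60 µM downward; luminescence read.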
KCNH2 3.1 block – KCNH2 3.1 (human) potassium channel inhibition; U2OS KCNH2 3.1, thallium flux FluxOr; hits give low values; activity change, % (tested at about 1.8 µM); actives 0.95% (n = 340,000); AID 720553;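 active = maximum activity change below -70%; inconclusive = maximum activity change from -70% to -50%; inactive = maximum activity change above -50%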;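 note: thallium influx rate constant from kinetic fluorescence after stimulation buffer; % is set by controls: 0 for no effect and ±100 for the full control effect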
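Virally transduced U2OS (3.1 isoform, 4 h infection in dark at RT) → overnight 37 C → FluxOr + Red40 in HBSS/HEPES, 45 min → stimulation buffer, 2 min kinetic read → rate constant vs DMSO controls.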
Tb PFK block – blocks T. brucei phosphofructokinase. T. brucei PFK, ADP-Glo luminescence. O15648. AID 485367. actives 0.17% (n = 330,000). Potency, µM (titrated, usually from 57.5 µM), inactives show top-dose activity, negative = inhibition, usual class: inhibitors;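 note: potency is the fitted concentration of half-maximal effect; 0% = uninhibited 1x PFK enzyme wells and -100% = no-enzyme wells; nearly all actives have a fitted effect of over 60% in size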
Target sequence (O15648 whole entry, looked up): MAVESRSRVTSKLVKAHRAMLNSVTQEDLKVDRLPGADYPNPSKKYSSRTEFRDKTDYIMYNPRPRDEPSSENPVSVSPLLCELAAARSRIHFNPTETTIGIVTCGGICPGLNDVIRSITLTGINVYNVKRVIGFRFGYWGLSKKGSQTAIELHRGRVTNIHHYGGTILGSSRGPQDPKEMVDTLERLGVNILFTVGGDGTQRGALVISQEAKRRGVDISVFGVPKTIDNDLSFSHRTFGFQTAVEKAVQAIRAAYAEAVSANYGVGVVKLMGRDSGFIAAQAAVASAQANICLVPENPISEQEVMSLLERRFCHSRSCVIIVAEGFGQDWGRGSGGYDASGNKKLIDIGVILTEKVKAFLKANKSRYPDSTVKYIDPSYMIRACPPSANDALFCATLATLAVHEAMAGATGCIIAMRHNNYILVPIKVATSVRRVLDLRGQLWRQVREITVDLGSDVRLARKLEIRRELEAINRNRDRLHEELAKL
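Activity is normalized to no-enzyme wells (full inhibition) and 1.25 nM enzyme wells (no inhibition). Reaction: 0.5 mM F6P, 0.1 mM ATP, 45 min RT, ADP-Glo luminescence; concentration-response curves fitted and classed by quality.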
VP16 counter – Gal4-VP16 reporter inhibition counter-screen | Drosophila S2 Gal4-VP16 UAS-luciferase, luminescence, 20 h | Potency, µM (titrated, usually from 53.6 µM), for inactives: at the top dose activity, negative = inhibition, most hits filed as inhibitors | actives 3.5% (n = 310,000) | AID 2546;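 note: Gal4-VP16 expression switched on by copper sulfate through the metallothionein promoter; potency is the fitted concentration of half-maximal effect; % is set by controls: 0 for no effect and ±100 for the full control effect; nearly all actives have a fitted effect of over 50% in size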
Rab9 promoter act – activators of Rab9 promoter. Huh7 Rab9 promoter-luciferase reporter, luminescence, 24 h. actives 2.8% (n = 320,000). Potency, µM (titrated, usually from 9.22 µM), inactives show at the top dose activation, negative = inhibition, most hits filed as activators; note: potency is the fitted concentration of half-maximal effect; % of control where 0% means no effect; nearly all actives have a fitted effect of over 60% in size
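Measured in stably transfected Huh7 cells bearing a Rab9 promoter–luciferase construct: 24 h compound treatment at 37 °C, followed by luminescence detection.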
uPA generation – blocks generation of uPA at the cell surface | actives 0.31% (n = 330,000) | Potency, µM (titrated, usually from 38.3 µM), without a hit: top-dose activity change, negative = inhibition, usual class: inhibitors | cell surface uPA generation assay, qHTS | AID 540303; active = well fitted inhibition curve with a large enough effect; inconclusive = small, poorly fitted or top-dose-only effect; inactive = no such curve, though single readings can be large or run the other way; tested in mouse RAW 264.7 cells; note: potency is the fitted concentration of half-maximal effect; % is set by controls: 0 for no effect and ±100 for the full control effect; nearly all actives have a fitted effect of over 55% in size
NPC1 promoter act – activators of NPC1 promoter; Huh7 NPC1 promoter luciferase reporter, 24 h; Potency, µM (top dose mostly 9.22 µM), for inactives: at the highest dose activation, hits mostly activators; actives 2.4% (n = 320,000); AID 485313;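 note: potency is the fitted concentration of half-maximal effect; % of control where 0% means no effect; nearly all actives have a fitted effect of over 60% in size; reporter is driven by a mutant NPC1 promoter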
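Stable NPC1-promoter luciferase Huh7 line; cpd (DMSO) 24 h, 37 °C, 5% CO2; Amplite luciferase reagent 10 min RT; luminescence readout. qHTS format.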
Giardia killer – Giardia lamblia killing | Giardia lamblia trophozoite viability | activity change, % at 7.66 µM, hits read low | actives 0.15% (n = 340,000) | AID 540267; in the data active = activity change below about -80%; inconclusive = between about -30% and that limit;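 note: parasites exposed to compound for two days anaerobically before the ATP read; % is set by controls: 0 for no effect and ±100 for the full control effect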
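Compounds were tested on trophozoites seeded at 100 cells/well and held 48 hrs at 37 deg C anaerobically. An ATP-based luminescent kit measured the remaining live cells.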
ELG1 genotoxic – genotoxicity induction in ELG1-luciferase HEK293T cells. HEK293T ELG1-luciferase reporter, luminescence, 16 h. Potency, µM (top dose mostly 46 µM), inactives show at the highest dose activity change, positive = activation, usual class: activators. actives 1.3% (n = 330,000); note: potency is the fitted concentration of half-maximal effect; % of control where 0% means no effect; nearly all actives have a fitted effect of over 60% in size
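After overnight (16 hr) compound treatment at 37 °C, ELG1-luciferase HEK293T cells were lysed with ONE-Glo; luminescence quantified 30 min later at room temperature.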
RORgamma inh – ROR gamma (mouse) transcription inhibition | Potency, µM (doses to about 53.6 µM), without a hit: top-dose activity change, negative = inhibition, hits mostly inhibitors | actives 5.4% (n = 310,000) | P51450 | AID 2551 | Drosophila S2 Gal4-RORgamma UAS-luciferase reporter, 20 h; note: potency is the fitted concentration of half-maximal effect; % is set by controls: 0 for no effect and ±100 for the full control effect; nearly all actives have a fitted effect of over 60% in size
Target sequence (P51450 whole entry, looked up, the tested form may be a part): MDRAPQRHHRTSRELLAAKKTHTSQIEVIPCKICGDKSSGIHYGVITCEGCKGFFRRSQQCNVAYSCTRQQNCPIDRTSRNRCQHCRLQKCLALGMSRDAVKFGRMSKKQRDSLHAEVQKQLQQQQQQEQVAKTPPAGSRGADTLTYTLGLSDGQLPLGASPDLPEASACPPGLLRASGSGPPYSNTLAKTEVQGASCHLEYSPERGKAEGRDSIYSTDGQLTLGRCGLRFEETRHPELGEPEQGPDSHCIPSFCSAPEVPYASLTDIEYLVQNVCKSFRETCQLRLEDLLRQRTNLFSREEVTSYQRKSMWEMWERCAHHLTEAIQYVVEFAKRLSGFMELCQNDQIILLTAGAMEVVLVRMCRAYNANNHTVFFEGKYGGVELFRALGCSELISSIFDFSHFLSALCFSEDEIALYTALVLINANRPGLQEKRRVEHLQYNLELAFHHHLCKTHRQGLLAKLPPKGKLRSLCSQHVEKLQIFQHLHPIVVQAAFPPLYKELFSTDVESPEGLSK
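Read-out: Photinus luciferase luminescence; inhibitors lower reporter signal. Insect Schneider cells with Gal4-ROR gamma fusion under metallothionein promoter, UAS reporter; 700 uM final copper sulfate induction, 20 hr, ambient temperature.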
Coupling enz – inhibits coupling enzyme system, counter-screen for aldolase hits; coupling enzyme system counterscreen, AmpLite Red fluorescence; AID 2472; activity change, negative = inhibition, % at 58.2 µM, hits read low; actives 0.67% (n = 290,000); in the data active = activity change below about -30%; note: % is set by controls: 0 for no effect and ±100 for the full control effect
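First, compound is pin-transferred into glyceraldehyde-3-phosphate coupling-enzyme reagent at 57.5 uM final and held 10 min at RT. Next, substrate, coupling system and AmpLite Red are added. After 20 min RT, fluorescence (525/598 nm) is read.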
An asterisk follows results filed as active; ? = inconclusive; nt = no result given; ! = not confirmed by another sample; [ ] = remark or other dose. Unless noted, calls come from the whole dose curve; as a rule, active = well fitted curve in the direction sought with a large enough effect; inconclusive = small, poorly fitted or top-dose-only effect, or another doubt; inactive = no such curve, though single readings can be large; an effect the other way counts as inactive or inconclusive.

entry	SMILES	FLuc counter	KCNH2 3.1 block	Tb PFK block	VP16 counter	Rab9 promoter act	uPA generation	NPC1 promoter act	Giardia killer	ELG1 genotoxic	RORgamma inh	Coupling enz
1	CSc1cc(-c2ccccc2)[nH]c(=O)c1C#N	-1%	-14	0%	20%	-3%	24%	0%	6	-2%	-10%	3
2	COc1ccc(C(NC(=O)c2cc(OC)ccc2OC)c2ccccc2)cc1 (stereo not given)	2%	-7	-6%	-8%	-5%	-7%	-5%	-13	-5%	?	1
3	COCCn1c(-c2ccc(SC)cc2)nc2c1c(=O)[nH]c(=O)n2CC(C)C	-19%	6	2%	-2%	2%	-7%	-4%	6	10%	40%	3
4	Cc1cccn2c(CN(C)CC3CCCCO3)c(C(=O)N3CCCCC3)nc12 (stereo not given)	-2%	-10	-2%	-2%	-6%	-4%	0%	-18	-2%	4%	1
5	O=C(NNc1ccccn1)C(c1ccccc1)c1ccccc1	-3%	2	1%	-7%	-5%	2%	-3%	17	4%	-21%	2
6	O=C(O)c1cnc(-c2ccccc2)nc1Sc1cccc(Cl)c1	1%	0	0%	7%	3%	-4%	-4%	12	-5%	?	23
7	CCOC(=O)Cc1nnc(NC(=O)c2ccccc2OCC)s1	-2%	1	0%	-3%	-5%	-6%	-4%	9	-1%	43%	2
8	CC(=C/c1ccco1)/C=N/NC(=O)c1nnn(-c2nonc2N)c1CN(C)C	5%	-16	1%	-9%	2%	-2%	-5%	-6	0%	?	-13
9	Nc1nnc(SCc2cc3c(cc2Cl)OCO3)s1	-2%	-13	0%	2%	1%	3%	0%	-2	8%	12%	3
10	Cn1nc(C(C)(C)C)c([N+](=O)[O-])c1C(=O)NCCO	4%	-3	0%	2%	1%	-7%	-3%	10	2%	-21%	-2
11	Cc1ccc2c(c1)CCCN2C(=O)c1cccs1	4%	6	-4%	-15%	-4%	-3%	2%	17	?	-6%	1
12	COCCOc1cc(NC(=O)c2cccc(OC)c2)c(Cl)cc1Cl	-10%	-11	5%	-7%	2%	2%	-3%	-7	0%	43%	-1

6 entries out of the list, sorted by number of heavy atoms, high to low:
entry	SMILES	FLuc counter	KCNH2 3.1 block	Tb PFK block	VP16 counter	Rab9 promoter act	uPA generation	NPC1 promoter act	Giardia killer	ELG1 genotoxic	RORgamma inh	Coupling enz
8	CC(=C/c1ccco1)/C=N/NC(=O)c1nnn(-c2nonc2N)c1CN(C)C	5%	-16	1%	-9%	2%	-2%	-5%	-6	0%	?	-13
3	COCCn1c(-c2ccc(SC)cc2)nc2c1c(=O)[nH]c(=O)n2CC(C)C	-19%	6	2%	-2%	2%	-7%	-4%	6	10%	40%	3
12	COCCOc1cc(NC(=O)c2cccc(OC)c2)c(Cl)cc1Cl	-10%	-11	5%	-7%	2%	2%	-3%	-7	0%	43%	-1
5	O=C(NNc1ccccn1)C(c1ccccc1)c1ccccc1	-3%	2	1%	-7%	-5%	2%	-3%	17	4%	-21%	2
10	Cn1nc(C(C)(C)C)c([N+](=O)[O-])c1C(=O)NCCO	4%	-3	0%	2%	1%	-7%	-3%	10	2%	-21%	-2
11	Cc1ccc2c(c1)CCCN2C(=O)c1cccs1	4%	6	-4%	-15%	-4%	-3%	2%	17	?	-6%	1

Next part:
entry	SMILES	FLuc counter	KCNH2 3.1 block	Tb PFK block	VP16 counter	Rab9 promoter act	uPA generation	NPC1 promoter act	Giardia killer	ELG1 genotoxic	RORgamma inh	Coupling enz
13	COc1cccc(C(=O)NC2CCN(CC(=O)Nc3c(C)cc(C)cc3C)CC2)c1	4%	nt	2%	13µM*	0%	nt	-15%	nt	-5%	?	-2
14	COCCC(=O)NNS(=O)(=O)c1ccc(Cl)cc1	-2%	-20	0%	-2%	-4%	4%	-7%	-11	0%	-18%	3
15	Cc1ncc(CN2CCN(Cc3ccc(F)cc3)C(CCO)C2)s1 (stereo not given)	6%	23	4%	-5%	-8%	2%	-10%	5	-1%	10%	-2
16	Cc1cc(Br)cn2cc(C(=O)O)nc12	-15%	8	5%	-8%	-2%	4%	-4%	-15	-1%	-17%	3
17	Cc1ccc(C(=O)NNC(=O)C2CCN(Cc3ccccc3)CC2)cc1	4%	-21	-3%	0%	-4%	7%	-3%	-14	1%	?	0
18	O=C(CSCc1cccc(Br)c1)NC1CC1	-6%	14	-16%	0%	5%	1%	-1%	6	2%	36%	3
19	COC(=O)c1ccccc1NC(=S)NC(=O)C1CCCCC1	-1%	4	3%	?	1%	1%	-3%	-4	3%	13µM*	1
20	CC(C)n1c(CN2CCN(C(=O)c3ccco3)CC2)nc2c1c(=O)n(C)c(=O)n2C	4%	-11	-4%	?	-2%	2%	0%	28	-4%	27%	nt
21	Cc1cccc(NC(=S)N=Nc2c(O)n(C)c3ccc(S(=O)(=O)N4CCOCC4)cc23)c1	2%	-24	-7%	0.71µM*	-16%	-7%	-9%	-4	-10%	0.13µM*	-4
22	COCCn1c(=O)[nH]c2cc(C(=O)OC)ccc2c1=O	2%	-5	-1%	-2%	-5%	-3%	0%	-4	1%	-2%	3
23	CCOc1ccc(CNS(=O)(=O)c2c(C(=O)N3CCCC3)c(C)n(C)c2C)cc1OC	4%	-33	-2%	2%	8%	1%	0%	3	0%[9.26 µM]	3%	-2
24	COc1cc(OC)cc(C(=O)Nc2ccc3c(c2)OCCO3)c1	3µM*	1	-7%	-1%	3.2µM*	-7%	4µM*	2	?	-15%	-3
25	CC(C)c1ccc2oc3nc(N)c(C(=O)O)cc3c(=O)c2c1	0.43µM*	nt	3%	4µM*!	0.5µM*	nt	0.32µM*	nt	nt	7.9µM*	11
26	COc1ccc(CC(=O)OC(C)C(=O)Nc2ccc(S(N)(=O)=O)cc2)cc1 (stereo not given)	1%	0	-1%	nt	1%	3%	1%	8	3%	nt	nt
27	O=C(Nc1ccccc1)c1cc([N+](=O)[O-])ccc1NC1CCCCC1	6%	-15	-2%	-2%	3%	-5%	-2%	-7	1%	1%	-2
28	O=C(O)/C=C/C(=O)N1N=C(c2ccco2)CC1c1ccco1 (stereo not given)	-1%	4	1%	2%	-2%[1.84 µM]	-8%	-3%	3	-1%	13%	3
29	CCCCn1c(N)c(N(CCOC)C(=O)c2cccc(OCc3ccccc3)c2)c(=O)[nH]c1=O	-3%	-6	0%	nt	-3%	8%	0%	5	-1%	nt	nt
30	COc1ccc(CCNC(=O)C2CCN(C(=O)c3ccc([N+](=O)[O-])cc3)CC2)cc1	-1%	-15	1%	8%	8%	-18%	0%	-3	1%	13%	-4
31	CNC(=O)c1c(I)c(C(=O)NCC(=O)Nc2c(I)c(C(=O)O)c(I)c(C(=O)NCCO)c2I)c(I)c(N(C)C(C)=O)c1I	-2%	-5	0%	-4%[17 µM]	-1%	0%	-5%	-3	-10%	11%[16.9 µM]	2
32	CCOc1ncccc1C(=O)OCc1csc(CC(=O)Nc2ccccc2C)n1	-2%	24	-6%	nt	-6%	1%	-3%	11	-2%	nt	nt
33	CNC(=O)c1ccc(Nc2nnc(C)c3ccccc23)cc1	-2%	5	11%	1%	-2%	1%	0%	12	3%	-12%	0
34	O=S(=O)(NCC(c1ccco1)N1CCc2ccccc21)c1ccccc1 (stereo not given)	-1%	3	-19%	nt	-5%	0%	-1%	14	-7%	nt	nt
35	CC1CCCC(C)N1C(=O)COC(=O)c1ccc(F)c(S(=O)(=O)N2CCOCC2)c1 (stereo not given)	0%	nt	1%	-11%	-1%	1%	-7%	-16	2%	4%	nt
36	CC(C)Cn1c(NCCO)nc2ccccc21	-1%	-2	-1%	11%	-1%	3%	-3%	6	2%	-22%	0
37	O=C(CSc1nc2ncc(Cl)cc2[nH]1)c1ccc2c(c1)OCO2	6%	-9	-1%	-1%	-2%	-1%	-5%	-3	0%	10%	1

Assay outcomes: PubChem, National Center for Advancing Translational Sciences (NCATS)
